Screening results (PubChem)
EBV LMP1 NFkB: EBV LMP1-driven NF-kappaB luciferase reporter inhibitors, primary screen, cell-based, luminescence, single point | LMP1-induced NF-kappaB luciferase reporter cells | inhibition, % at 12.5 µM | hit rate 0.69% among 350,000 | AID 504558, 2011; in the data active = inhibition above about 41%;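 also: 0% = neutral control wells and 100% = reference inhibitor control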
TLR9-MyD88 block: inhibitors of TLR9-MyD88 association in cells, primary screen, cell-based, CHO, BLA complementation, fluorescence; hit rate 0.21% among 340,000; AID 504734, 2011; Toll-like receptor 9 (Homo sapiens) + Myeloid differentiation primary response protein …; CCF4 FRET ratio; inhibition, % at 4.98 µM;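 active = inhibition above the mean over all tested compounds plus 3 SD, cut at about 21% in these data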;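 also: 0% = DMSO only wells and 100% = clavulanate BLA inhibitor control wells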
TRAIL sens C8: viability loss with TRAIL in NB7+C8 cells, primary screen, TRAIL sensitizer project, cell-based, ATPlite luminescence. AID 624354, 2012. inhibition (viability loss, TRAIL sensitization), % at 10 µM. hit rate 1% among 360,000;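 active = compounds causing at least 50% loss of cell viability in the single-dose screen, relative to plate controls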
TWEAK Fn14 block: inhibitors of TWEAK-Fn14 signaling, primary screen, luciferase reporter cells, uHTS. inhibition, % at 10 µM. hit rate 2% among 360,000. AID 1159606, 2016. TWEAK-stimulated Fn14 reporter cells, luciferase luminescence, 8 h; in the data active = inhibition above about 50%
NOD2 RIPK2 PPI: NOD2-RIPK2 binding disruptors in cells, primary screen, fluorescence, CHO cells, BLA complementation; Receptor-interacting serine/threonine-protein kinase 2 (Homo sapiens), O43353; CCF4 ratio; inhibition, % at 4.98 µM; hit rate 0.38% among 360,000; in the data active = inhibition above about 21%;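 also: 0% = vehicle only and 100% = reference blocker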
NR2F2 inh: NR2F2 transcriptional activity inhibitors, primary screen, cell-based, luciferase reporter, HEK293T, luminescence | HEK293T NGFI-A luciferase reporter | inhibition, % at 8.6 µM | hit rate 0.7% among 370,000;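 active = inhibition above a per-plate cutoff, mean inhibition of test wells between control levels plus 3 SD, cut at about 38% in these data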;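 also: cells cotransfected with COUP-TFII expression vector driving the NGFI-A reporter; 0% = median of COUP-TF2 test wells and 100% = reporter-only cells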
Target sequence (P24468 whole entry, looked up): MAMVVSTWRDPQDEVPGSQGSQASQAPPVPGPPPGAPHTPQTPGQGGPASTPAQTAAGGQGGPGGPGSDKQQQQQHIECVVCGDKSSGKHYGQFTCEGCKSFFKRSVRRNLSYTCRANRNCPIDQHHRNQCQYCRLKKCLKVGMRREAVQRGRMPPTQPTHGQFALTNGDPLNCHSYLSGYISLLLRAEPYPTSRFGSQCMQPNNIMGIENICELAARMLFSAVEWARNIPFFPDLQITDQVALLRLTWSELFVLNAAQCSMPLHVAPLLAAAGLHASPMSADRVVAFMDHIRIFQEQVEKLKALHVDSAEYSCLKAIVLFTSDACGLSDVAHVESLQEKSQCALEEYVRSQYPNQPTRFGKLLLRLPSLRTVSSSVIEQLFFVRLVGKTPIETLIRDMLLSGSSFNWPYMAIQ
LRH-1 inv ag: LRH-1 (NR5A2) inverse agonists, primary screen, cell-based, luminescence, HEK293T, StAR-luciferase reporter; Nuclear receptor subfamily 5 group A member 2 (Homo sapiens), O00482; LRH-1 transfected, 24 h; inhibition, % at 3.6 µM; hit rate 0.13% among 360,000; AID 602396, 2012;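 active = inhibition above the mean inhibition of all tested compounds plus 3 SD, cut at about 73% in these data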;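 also: 0% = DMSO wells and 100% = reporter-only cells lacking LRH-1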
Target sequence (O00482 whole entry, looked up): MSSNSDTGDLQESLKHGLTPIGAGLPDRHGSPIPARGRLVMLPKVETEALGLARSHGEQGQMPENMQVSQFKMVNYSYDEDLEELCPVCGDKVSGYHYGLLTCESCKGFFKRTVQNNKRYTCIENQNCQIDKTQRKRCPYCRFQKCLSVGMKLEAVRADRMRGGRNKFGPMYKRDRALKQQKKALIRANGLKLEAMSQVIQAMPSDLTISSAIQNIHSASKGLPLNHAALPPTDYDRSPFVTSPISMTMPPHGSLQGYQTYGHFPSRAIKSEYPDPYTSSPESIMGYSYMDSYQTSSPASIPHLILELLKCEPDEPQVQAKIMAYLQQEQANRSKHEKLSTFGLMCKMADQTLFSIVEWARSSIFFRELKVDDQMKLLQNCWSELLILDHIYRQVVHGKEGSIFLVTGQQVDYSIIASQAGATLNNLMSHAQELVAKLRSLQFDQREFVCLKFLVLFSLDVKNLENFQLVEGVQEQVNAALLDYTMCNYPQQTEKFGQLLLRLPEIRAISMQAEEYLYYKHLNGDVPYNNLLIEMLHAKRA
NCOA3 inh: SRC3 coactivator transcriptional activity inhibitors, primary screen, cell-based, luminescence; inhibition, % at 3.6 µM; HEK293 GAL4-SRC3 luciferase reporter; Nuclear receptor coactivator 3 (Homo sapiens), Q9Y6Q9; hit rate 0.17% among 360,000;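 active = inhibition above a per-campaign cutoff, the mean of all compounds plus 3 SD, cut at about 60% in these data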;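 also: 0% = DMSO-treated cells and 100% = gossypol-treated cells at 36 µM; higher means less SRC3-driven luciferase light from the GAL4 reporter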
SRC1 inh: SRC1 coactivator transcriptional activity inhibitors, primary screen, cell-based, luminescence; Nuclear receptor coactivator 1 (Homo sapiens), Q15788; HEK293 GAL4-SRC1 luciferase reporter; inhibition, % at 3.6 µM; hit rate 0.12% among 360,000; AID 588354, 2011;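 active = inhibition above the campaign mean plus 3 SD, with each screening campaign given its own cutoff, cut at about 60% in these data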;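 also: 0% = DMSO treated cells and 100% = gossypol at 36 µM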
NCOA2 inhibitor: inhibition of GAL4-SRC2 driven luciferase reporter, primary screen, SRC2 inhibitor project, cell-based, luminescence. inhibition, % at 9 µM. HEK293 GAL4-SRC2 luciferase reporter. Nuclear receptor coactivator 2 (Homo sapiens), Q15596. AID 651957, 2012. hit rate 0.17% among 370,000;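 active = inhibition above the mean inhibition of all tested compounds plus 3 SD, set per campaign, cut at about 52% in these data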;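 also: 0% = DMSO treated cells and 100% = cells given Gossypol at 36 µM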
TROY NFkB inh: inhibitors of TROY-driven NF-kB signaling, primary screen, Q293 LMP1-TROYcd cells, NF-kB luciferase, uHTS | Q293 LMP1-TROYcd NF-kB luciferase reporter, 4 h | AID 1347056, 2019 | inhibition, % at 10 µM | hit rate 0.98% among 360,000;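 active = compounds whose plate-normalised and pattern-corrected inhibition of the luciferase reporter signal at the single screening dose is 50% or more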
An asterisk follows results filed as active.

COC(=O)C(CC(C)C)NC(=O)c1cccs1 (stereo not drawn) was read as EBV LMP1 NFkB -6, TLR9-MyD88 block 1, TRAIL sens C8 -8, TWEAK Fn14 block 7, NOD2 RIPK2 PPI -3, NR2F2 inh 1, LRH-1 inv ag 3, NCOA3 inh 6, SRC1 inh -56, NCOA2 inhibitor -64 and TROY NFkB inh -25.
`O=C(CC1S/C(=N/N=C/c2ccco2)NC1=O)Nc1ccccc1` (stereo not drawn) gave EBV LMP1 NFkB -16, TLR9-MyD88 block 5, TRAIL sens C8 2, TWEAK Fn14 block -14, NOD2 RIPK2 PPI 4, NR2F2 inh -5, LRH-1 inv ag 7, NCOA3 inh 10, SRC1 inh 0, NCOA2 inhibitor -4 and TROY NFkB inh 7.
Cc1cc(Br)ccc1OCCN1CC(C)OC(C)C1 (stereo not drawn) was read as EBV LMP1 NFkB 2, TLR9-MyD88 block 2, TRAIL sens C8 2, TWEAK Fn14 block -12, NOD2 RIPK2 PPI -5, NR2F2 inh 15, LRH-1 inv ag -2, NCOA3 inh 19, SRC1 inh -4, NCOA2 inhibitor 5 and TROY NFkB inh -9.
Screening Clc1c2c(nc3ccccc13)CCC2 returned EBV LMP1 NFkB -1, TLR9-MyD88 block 4, TRAIL sens C8 -11, TWEAK Fn14 block 0, NOD2 RIPK2 PPI -5, NR2F2 inh 15, LRH-1 inv ag -16, NCOA3 inh 12, SRC1 inh -59, NCOA2 inhibitor -24 and TROY NFkB inh -4.
COc1c(F)c(F)c(C(=O)Nc2ccc(N3CCN(Cc4ccccc4)CC3)cc2)c(F)c1F was read as EBV LMP1 NFkB 16, TLR9-MyD88 block 4, TRAIL sens C8 16, TWEAK Fn14 block 11, NOD2 RIPK2 PPI 0, NR2F2 inh 31, LRH-1 inv ag 9, NCOA3 inh -19, SRC1 inh -7, NCOA2 inhibitor -6 and TROY NFkB inh 20.
Screening O=[N+]([O-])c1cccc(S(=O)(=O)c2cccc([N+](=O)[O-])c2)c1 returned EBV LMP1 NFkB -12, TLR9-MyD88 block 7, TRAIL sens C8 4, TWEAK Fn14 block -22, NOD2 RIPK2 PPI 10, NR2F2 inh -9, LRH-1 inv ag 1, NCOA3 inh 11, SRC1 inh -3, NCOA2 inhibitor 16 and TROY NFkB inh 25.
For COc1ccc(CNC(=O)c2ccc[nH]2)cc1 the results were EBV LMP1 NFkB 10, TLR9-MyD88 block 7, TRAIL sens C8 -14, TWEAK Fn14 block 1, NOD2 RIPK2 PPI -3, NR2F2 inh -5, LRH-1 inv ag 3, NCOA3 inh 10, SRC1 inh 5, NCOA2 inhibitor 16 and TROY NFkB inh 5.
For COc1nc(-c2ccc(Cl)cc2)nnc1C the results were EBV LMP1 NFkB -3, TLR9-MyD88 block -4, TRAIL sens C8 -4, TWEAK Fn14 block -24, NOD2 RIPK2 PPI -3, NR2F2 inh -33, LRH-1 inv ag 16, NCOA3 inh 3, SRC1 inh 15, NCOA2 inhibitor 4 and TROY NFkB inh -11.
`CC(=O)N1CCC(N2CCN(c3ccccc3F)CC2)CC1` gave EBV LMP1 NFkB 2, TLR9-MyD88 block 1, TRAIL sens C8 -11, TWEAK Fn14 block 4, NOD2 RIPK2 PPI 5, NR2F2 inh 13, LRH-1 inv ag 17, NCOA3 inh 28, SRC1 inh 14, NCOA2 inhibitor 1 and TROY NFkB inh 1.
Screening N/C(=N\OC(=O)CC1CCCCC1)c1cccnc1 returned EBV LMP1 NFkB -2, TLR9-MyD88 block -4, TRAIL sens C8 17, TWEAK Fn14 block 4, NOD2 RIPK2 PPI 10, NR2F2 inh 5, LRH-1 inv ag -13, NCOA3 inh -1, SRC1 inh -10, NCOA2 inhibitor -41 and TROY NFkB inh -56.
`COc1ccc(C(CCN2CCCC2)c2c(OC)cc(OC)c3c(-c4ccccc4)cc(=O)oc23)cc1` (stereo not drawn) gave EBV LMP1 NFkB -27, TLR9-MyD88 block 0, TRAIL sens C8 5, TWEAK Fn14 block -5, NOD2 RIPK2 PPI 13, NR2F2 inh -9, LRH-1 inv ag -18, NCOA3 inh 11, SRC1 inh -2, NCOA2 inhibitor -36 and TROY NFkB inh -4.
Screening CCCNC(=S)N1CCC(NC(=O)c2ccc(C)cc2)CC1 returned EBV LMP1 NFkB 5, TLR9-MyD88 block -4, TRAIL sens C8 -19, TWEAK Fn14 block 14, NOD2 RIPK2 PPI -7, NR2F2 inh 2, LRH-1 inv ag -7, NCOA3 inh 2, SRC1 inh -28, NCOA2 inhibitor 7 and TROY NFkB inh -24.
Cc1c(C(=O)OCC(C)(C)CN(C)C)oc2ccccc12 was read as EBV LMP1 NFkB -21, TLR9-MyD88 block 2, TRAIL sens C8 6, TWEAK Fn14 block -13, NOD2 RIPK2 PPI -2, NR2F2 inh -14, LRH-1 inv ag -34, NCOA3 inh -62, SRC1 inh -42, NCOA2 inhibitor -20 and TROY NFkB inh -13.
`CCN(CC(=O)Nc1ccc(NC(C)=O)cc1)C(=O)c1ccc(NC2CC2)c([N+](=O)[O-])c1` gave EBV LMP1 NFkB -2, TLR9-MyD88 block 7, TRAIL sens C8 19, TWEAK Fn14 block -12, NOD2 RIPK2 PPI -6, NR2F2 inh 9, LRH-1 inv ag 8, NCOA3 inh -31, SRC1 inh -4, NCOA2 inhibitor -15 and TROY NFkB inh 7.
For CCOCc1nnc(NS(C)(=O)=O)s1 the results were EBV LMP1 NFkB 0, TLR9-MyD88 block -11, TRAIL sens C8 -4, TWEAK Fn14 block -1, NOD2 RIPK2 PPI -11, NR2F2 inh -4, LRH-1 inv ag 14, NCOA3 inh -8, SRC1 inh -4, NCOA2 inhibitor 6 and TROY NFkB inh -12.
For CC(NC(=O)CN(C)S(=O)(=O)c1ccc(Br)s1)c1ccccc1 (stereo not drawn) the results were EBV LMP1 NFkB -4, TLR9-MyD88 block -2, TRAIL sens C8 -2, TWEAK Fn14 block -7, NOD2 RIPK2 PPI -4, NR2F2 inh 0, LRH-1 inv ag 2, NCOA3 inh -17, SRC1 inh -19, NCOA2 inhibitor 0 and TROY NFkB inh -18.
Screening NCCCNC(=O)Cn1c(=O)c2c3c(sc2n(Cc2ccccc2)c1=O)CCCC3 returned EBV LMP1 NFkB 7, TLR9-MyD88 block -1, TRAIL sens C8 -19, TWEAK Fn14 block -10, NOD2 RIPK2 PPI 4, NR2F2 inh -6, LRH-1 inv ag 8, NCOA3 inh 9, SRC1 inh 9, NCOA2 inhibitor -13 and TROY NFkB inh 8.
`O=C(CSc1nc2ccccc2o1)NCc1n[nH]c(=O)c2ccccc12` gave EBV LMP1 NFkB -22, TLR9-MyD88 block -7, TRAIL sens C8 1, TWEAK Fn14 block -9, NOD2 RIPK2 PPI -4, NR2F2 inh 17, LRH-1 inv ag 9, NCOA3 inh -12, SRC1 inh -12, NCOA2 inhibitor -29 and TROY NFkB inh -20.
Cn1cccc1CNCc1ccc(F)cc1 was read as EBV LMP1 NFkB 1, TLR9-MyD88 block 0, TRAIL sens C8 4, TWEAK Fn14 block 18, NOD2 RIPK2 PPI -8, NR2F2 inh -4, LRH-1 inv ag -10, NCOA3 inh 6, SRC1 inh -11, NCOA2 inhibitor -27 and TROY NFkB inh -2.
Screening COc1cccc(CNC(=O)[C@H](C)NC(=O)N2CC(=O)Nc3ccccc32)c1 returned EBV LMP1 NFkB -4, TLR9-MyD88 block -7, TRAIL sens C8 -4, TWEAK Fn14 block -8, NOD2 RIPK2 PPI -15, NR2F2 inh -9, LRH-1 inv ag 8, NCOA3 inh -14, SRC1 inh -77, NCOA2 inhibitor -6 and TROY NFkB inh 6.
COc1ccc(N/N=C(/C(C)=O)N2CCCc3ccccc32)cc1 was read as EBV LMP1 NFkB 4, TLR9-MyD88 block -6, TRAIL sens C8 -4, TWEAK Fn14 block -19, NOD2 RIPK2 PPI -3, NR2F2 inh 13, LRH-1 inv ag -8, NCOA3 inh 17, SRC1 inh -3, NCOA2 inhibitor 7 and TROY NFkB inh -25.
Fc1cccc(Cl)c1CNCCCSc1ncccn1 was read as EBV LMP1 NFkB 1, TLR9-MyD88 block 1, TRAIL sens C8 1, TWEAK Fn14 block 14, NOD2 RIPK2 PPI -1, NR2F2 inh -23, LRH-1 inv ag 1, NCOA3 inh 0, SRC1 inh -13, NCOA2 inhibitor 5 and TROY NFkB inh -6.
`O=C(COc1ccc(OCc2ccccc2)cc1)NN=C1CCCC1` gave EBV LMP1 NFkB 6, TLR9-MyD88 block -8, TRAIL sens C8 3, TWEAK Fn14 block 11, NOD2 RIPK2 PPI -10, NR2F2 inh 17, LRH-1 inv ag 0, NCOA3 inh 15, SRC1 inh -2, NCOA2 inhibitor -10 and TROY NFkB inh -6.
For CC(C)c1nc(CNC(=O)CC2C(=O)NCCN2Cc2ccc(F)cc2Cl)cs1 (stereo not drawn) the results were EBV LMP1 NFkB 1, TLR9-MyD88 block -1, TRAIL sens C8 10, TWEAK Fn14 block 8, NOD2 RIPK2 PPI -7, NR2F2 inh 10, LRH-1 inv ag 10, NCOA3 inh -1, SRC1 inh -12, NCOA2 inhibitor 11 and TROY NFkB inh 0.
For Cc1ccc(NC(=O)Nc2ccccc2)cc1[N+](=O)[O-] the results were EBV LMP1 NFkB -5, TLR9-MyD88 block -11, TRAIL sens C8 11, TWEAK Fn14 block -43, NOD2 RIPK2 PPI -17, NR2F2 inh -21, LRH-1 inv ag -61, NCOA3 inh -27, SRC1 inh -18, NCOA2 inhibitor -34 and TROY NFkB inh -39.
C=C(c1ccccc1)c1ccc(N(C)C)cc1 was read as EBV LMP1 NFkB 0, TLR9-MyD88 block -1, TRAIL sens C8 6, TWEAK Fn14 block -2, NOD2 RIPK2 PPI -8, NR2F2 inh 14, LRH-1 inv ag -8, NCOA3 inh -10, SRC1 inh -14, NCOA2 inhibitor -28 and TROY NFkB inh -60.
For COc1ccc(N2CCN(S(=O)(=O)c3ccc4c(c3)NC(=O)CC(=O)N4)CC2)cc1 the results were EBV LMP1 NFkB 4, TLR9-MyD88 block -7, TRAIL sens C8 -5, TWEAK Fn14 block 4, NOD2 RIPK2 PPI -4, NR2F2 inh 15, LRH-1 inv ag -23, NCOA3 inh -19, SRC1 inh -16, NCOA2 inhibitor 8 and TROY NFkB inh -11.
For CC(=O)Nc1nn(C)c2nc3ccc(C)cc3cc12 the results were EBV LMP1 NFkB -11, TLR9-MyD88 block -3, TRAIL sens C8 -18, TWEAK Fn14 block 23, NOD2 RIPK2 PPI -3, NR2F2 inh 4, LRH-1 inv ag 2, NCOA3 inh -7, SRC1 inh -5, NCOA2 inhibitor -23 and TROY NFkB inh -7.

These rows are one share of the data; count on the stated rates, not on these rows.
